Compound activity: PubChem, several laboratories
IDE inh: human IDE inhibitors in live cells, primary screen, fluorescence polarization, HEK cells, FAbetaB substrate. AID 434962, 2010. FAbetaB cleavage. actives 0.41% (n = 320,000). inhibition, % at 5.59 µM;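 active means percent inhibition above the average of all tested compounds plus 3 SD, set per screening campaign, cut at about 16% in these data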;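 further: IDE supplied by intact live HEK cells; FP after avidin binding of uncleaved biotin substrate so inhibition keeps polarization high; 0% = DMSO wells and 100% = 60 µM reference IDE inhibitor Ii1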
IMP-1 inhibitor: IMP-1 metallo-beta-lactamase inhibitors, primary screen, biochemical, epi-absorbance readout, Pseudomonas aeruginosa enzyme; inhibition, % at 5.6 µM; purified IMP-1, nitrocefin hydrolysis, epi-absorbance fluorescence; actives 0.45% (n = 290,000); AID 1556, 2009; metallo-beta-lactamase IMP-1 (Pseudomonas aeruginosa);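 active means inhibition above the mean plus 3 SD of all compounds in the same screening run, cut at about 4.5% in these data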;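 further: 0% = IMP-1 with DMSO and 100% = DMSO wells lacking enzyme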
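System: Purified recombinant IMP-1 metallo-beta-lactamase enzyme | Measured by: Fluorescence quenching readout, ex 480/em 530 nm | Replication: Singlicate | Incubation: 15 min preincubation plus 25 min reaction at 25 °C | Evaluation: Percent inhibition from optical density relative to buffer-blank wells | Benchmarks: DMSO with and without IMP-1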
p-CIP stab down: p/CIP-EGFP fusion destabilizers, primary screen, fluorescence, F442A cells | Q05BA5 | actives 0.01% (n = 290,000) | decrease of EGFP signal, % at 10 µM | 16 h;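 active means EGFP signal decrease of at least 30% at 10 µM or well 3 SD below plate mean, unless failing retest; inactive means the rest, including hits failing retest or dose response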; further: some compounds called inactive have numbers as strong as hits; many of its hits are not listed in these tables
VIM-2 inh: VIM-2 metallo-beta-lactamase inhibitors, primary screen, biochemical, epi-absorbance readout, Pseudomonas aeruginosa enzyme | actives 0.89% (n = 290,000) | inhibition, % at 5.6 µM | purified VIM-2, nitrocefin hydrolysis, epi-absorbance fluorescence;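 active means inhibition above the mean of all tested compounds plus 3 SD, cutoff set per screening run, cut at about 7.5% in these data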;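 further: red hydrolysis product quenches plate fluorescence so inhibitors raise well fluorescence; 0% = enzyme with DMSO and 100% = DMSO without enzyme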
FID counter: compounds displacing fluorescent DNA intercalator, primary screen, artefact control for HCV NS3 helicase inhibitor project, biochemical, FID fluorescence; DNA fluorescent intercalator displacement; inhibition, % at 7.9 µM; actives 0.17% (n = 290,000); in the data active means inhibition above about 37%;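 further: 0% = vehicle and 100% = reference compound; higher means more ethidium bromide displaced from hairpin DNA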
M18AAP inhibitor: PfM18AAP inhibitors, malaria aminopeptidase, primary screen, biochemical, QFRET, recombinant enzyme. M18 aspartyl aminopeptidase (Plasmodium falciparum 3D7). H-Glu-NHMec fluorogenic cleavage. inhibition, % at 7.35 µM. actives 1.2% (n = 290,000);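 active means inhibition above the campaign mean inhibition over all tested compounds plus 3 SD, cut at about 28% in these data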;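 further: 0% = plate median of test compound wells and 100% = 2 mM ZnCl2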
NS3 helicase inh: inhibitors of HCV NS3 helicase, primary screen, biochemical, Cy5 molecular beacon fluorescence; NS3 helicase DNA unwinding; actives 0.56% (n = 290,000); inhibition, % at 10.9 µM;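 active means inhibition above the mean of all tested compounds plus 3 SD, set per campaign, cut at about 35% in these data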;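 further: 0% = DMSO wells and 100% = thioflavine S control wells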
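Assay system: hepatitis C virus NS3 helicase domain fragment enzyme. Also added: annealed dual-labelled DNA beacon duplex, ATP-started. Timing: 1 h reaction at 25 °C, ATP-initiated. Technique: Cy5 fluorescence at 0 and 60 min, beacon hairpin quenching. Evaluation: % inhibition of unwinding. Replication: one well per compound.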
UBC9 SUMO inh: inhibitors of in vitro SUMOylation cascade, primary screen, biochemical, HTRF, uHTS | inhibition, % at 35 µM | AID 2006, 2009 | HTRF SUMOylation assay, SAE1/SAE2 + UBC9 | SUMO-conjugating enzyme UBC9 (Homo sapiens), P63279 | actives 0.36% (n = 290,000); in the data active means inhibition above about 50%, passing the limit was not always enough; further: strong numbers were not always called active
Target sequence (P63279 whole entry, looked up): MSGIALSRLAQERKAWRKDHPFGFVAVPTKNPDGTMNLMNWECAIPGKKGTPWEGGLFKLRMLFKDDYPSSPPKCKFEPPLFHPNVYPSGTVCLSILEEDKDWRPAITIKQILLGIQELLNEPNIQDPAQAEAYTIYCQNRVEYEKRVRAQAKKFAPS
IDE cell activ: human IDE activators in live cells, primary screen, fluorescence polarization, HEK cells, FAbeta-B substrate; activation, % at 5.96 µM; FAbeta-B cleavage; 0% vehicle, 100% cell-free pure enzyme wells; actives 0.073% (n = 340,000); Insulin-degrading enzyme (Homo sapiens), P14735; AID 493087, 2011;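 active means activation above the mean of all tested compounds plus 3 SD, set per screening campaign, cut at about 17% in these data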
An asterisk follows results filed as active; . = no result given.

compound,IDE inh,IMP-1 inhibitor,p-CIP stab down,VIM-2 inh,FID counter,M18AAP inhibitor,NS3 helicase inh,UBC9 SUMO inh,IDE cell activ
COC(=O)C1=C(C)NC(C)=C(C(=O)OC)C1C(=O)OCC(=O)Nc1ccc(C(C)=O)cc1,-2.3,0.8,-1.7,1.1,-9.3,1.6,-3.3,11.5,2.6
Cc1nc(N2CCCCC2)c2c(C)c(C(=O)Nc3cccc(C(F)(F)F)c3)sc2n1,0.5,-5.2,-4.4,-3.1,-10.0,-6.8,5.9,-27.3,1.3
CCC1c2ccc(C)n2CCN1C(=O)Nc1ccccc1OC (stereo unspecified),8.8,0.5,7.8,0.7,0.4,-5.9,-9.0,7.1,7.4
CCc1nc(N2CCN(C(=O)CCl)CC2)c2c3c(sc2n1)CC(C)CC3 (stereo unspecified),7.8,-3.1,0.5,0.3,-23.9,-0.9,-43.6,13.1,3.5
Cc1ccc(NC(=O)c2cc(S(=O)(=O)N3CCCCC3)c[nH]2)cc1F,5.4,-3.3,-9.0,-1.6,-19.8,2.8,14.8,9.3,9.0
CC1(C)NC(=O)N(CC(O)COc2ccc(N3C(=O)c4ccccc4C3=O)cc2)C1=O (stereo unspecified),5.6,-3.0,-1.1,-1.6,-11.2,1.3,-3.0,19.6,-3.2
Cc1cc(C)cc(NC(=O)[C@H](Cc2c[nH]c3ccccc23)NC(=O)[C@@H]2Cc3ccccc3CN2)c1,0.7,0.0,5.6,-0.3,39.6*,10.0,-83.3,15.6,2.3
Cc1ccc(SCCNC(=O)c2ccc(C)c(S(=O)(=O)Nc3ccccc3C)c2)cc1,8.9,-2.5,-1.1,-1.6,-21.6,6.9,-18.8,-39.1,-6.6
COc1ccc(-c2cc(C(F)F)n3ncc(C(=O)N4CCCCC4)c3n2)cc1,13.3,-2.1,-13.0,0.0,-29.9,1.3,-4.8,7.3,-16.8
Cc1cccc(C(=O)O/N=C(\N)c2ccc(Br)cc2)c1,-0.9,-4.3,-58.5,-2.2,-7.8,-23.4,19.6,-10.6,-2.9
O=C(NCCN1CCCC1)C1CCN(S(=O)(=O)N2CCC3(CC2)OCCO3)CC1,-1.7,-2.3,-9.4,0.0,-1.0,6.4,-5.5,8.0,8.0
O=C(CN1CCCC1)N1CCCc2c1c(=O)oc1ccc(OCc3ccccc3)cc21,8.9,-3.7,-3.7,-1.6,7.3,1.4,-7.7,26.3,-5.5
C/C=C(\C)C(=O)NCCN1C2=NC[C@H](C(C)C)N2C[C@H]1Cc1ccc(O)cc1,5.5,0.6,0.3,1.1,9.9,-12.4,-9.7,4.6,3.9
Cc1ccc2oc(=O)cc(CN3CCN(Cc4ccccc4)CC3)c2c1,2.1,-0.7,-8.1,-2.1,-0.6,10.9,21.8,0.9,-1.9
COc1cc(NC(=O)COC(=O)c2ccc(C)c(S(=O)(=O)N3CCCCC3)c2)c(C)cc1[N+](=O)[O-],-0.8,-1.3,-4.8,-3.1,-9.0,2.1,3.1,-1.3,2.2
Cc1ccccc1C(=O)Nc1nnc(-c2ccc(F)cc2)o1,4.7,-3.6,-8.1,-1.9,-6.9,2.8,-7.8,3.6,-0.1
COc1ccc(CCCc2nnc(SCc3nc4ccccc4c(=O)[nH]3)n2C)cc1C,-3.0,-2.9,5.6,-3.4,-26.9,-6.7,6.3,11.2,11.1
Cc1nnc(NC(=O)CCC(=O)NCc2cccs2)s1,2.3,-2.0,-13.4,-3.7,-6.1,1.0,4.1,-7.0,7.8
O=C(CSc1nnc(-c2ccco2)n1Cc1ccccc1)OC1CCCCC1,0.7,-0.9,-4.5,-2.5,-34.1,-4.4,6.4,21.3,4.4
CC(=O)Nc1cc2cc(NS(=O)(=O)c3ccc(Cl)cc3)ccc2oc1=O,0.3,-1.4,-6.1,-1.6,-5.4,-5.1,-9.2,23.6,.

Some of these compounds in order of the IDE inh value, lowest first:
Molecule | IDE inh | IMP-1 inhibitor | p-CIP stab down | VIM-2 inh | M18AAP inhibitor | NS3 helicase inh | UBC9 SUMO inh | IDE cell activ
COc1cc(NC(=O)COC(=O)c2ccc(C)c(S(=O)(=O)N3CCCCC3)c2)c(C)cc1[N+](=O)[O-] | -0.8 | -1.3 | -4.8 | -3.1 | 2.1 | 3.1 | -1.3 | 2.2
CCC1c2ccc(C)n2CCN1C(=O)Nc1ccccc1OC (stereo unspecified) | 8.8 | 0.5 | 7.8 | 0.7 | -5.9 | -9.0 | 7.1 | 7.4
O=C(CN1CCCC1)N1CCCc2c1c(=O)oc1ccc(OCc3ccccc3)cc21 | 8.9 | -3.7 | -3.7 | -1.6 | 1.4 | -7.7 | 26.3 | -5.5

Other results
compound,IDE inh,IMP-1 inhibitor,p-CIP stab down,VIM-2 inh,FID counter,M18AAP inhibitor,NS3 helicase inh,UBC9 SUMO inh,IDE cell activ
CCn1c(=O)n(CC)c2cc(S(=O)(=O)N3CCc4ccccc43)ccc21,-0.5,-1.7,-5.7,-0.4,-30.7,2.3,-14.7,2.0,1.2
COC(=O)Cc1ccc(NC(=S)NCCCN2CCOCC2)cc1,4.2,-2.3,-0.9,-2.3,-3.1,1.7,-4.8,15.4,-0.2
CC(C)NC(=O)CSc1nc2ccccc2n1-c1ccccc1,11.7,-5.3,-5.1,-7.0,-19.3,8.4,-6.1,-16.0,-2.1
COc1nc(N/N=C/c2cc3c(cc2Br)OCO3)nc(N2CCOCC2)n1,-2.3,-4.0,1.6,-2.8,-6.7,2.3,2.8,-17.6,1.2
CC(C)CCOC(=O)C1C2C=CC3(CN(Cc4cccs4)C(=O)C13)O2 (stereo unspecified),3.5,-4.3,-7.4,-1.3,-8.8,-8.5,-2.9,10.4,0.4
CCN(CC)C(=O)c1oc2ccc(S(=O)(=O)N3CC(C)CC(C)C3)cc2c1C (stereo unspecified),6.7,-4.5,37.9,-4.9,-46.5,-2.0,9.8,-3.2,-1.8
O=P(O)(O)c1ccccc1OCc1ccccc1,-3.9,-2.7,0.4,54.8*,-0.6,-1.2,2.7,23.6,0.5
COc1cccc(/C=C/C(=O)OCC(=O)c2ccc3c(c2)NC(=O)CO3)c1OC,0.9,-3.9,-2.3,-2.2,-21.8,0.0,-2.0,14.1,0.6
O=C(NC(Cc1ccccc1)C(=O)O)/C(=C\c1cccc([N+](=O)[O-])c1)NC(=O)c1ccco1 (stereo unspecified),3.1,-6.3,-9.4,-5.4,-40.6,2.7,15.6,1.7,6.0
COc1ccc(S(=O)(=O)ON=C2CC(C)(C)N(C(C)=O)C(C)(C)C2)cc1,-7.7,-4.2,14.2,-6.1,5.1,-6.3,-4.2,7.8,2.3
CC1(C)CC(=O)C(C=NCCN2CCN(C(=S)Nc3ccc(F)cc3)CC2)=C(O)C1,0.3,-3.7,-4.4,-5.2,-3.0,-10.6,-2.1,16.5,5.9
Cc1cc(C(=O)Nc2ccc(C(=O)O)cc2)c(C)o1,-5.9,-5.0,2.1,-1.9,-2.6,1.7,8.7,-2.8,-0.5
N#Cc1cccc(NC(=O)CN2C(=O)NC(Cc3ccccc3)C2=O)c1 (stereo unspecified),-0.6,-2.5,-7.4,-3.2,-2.5,-3.7,-0.3,20.2,0.8
CCN1CCCC1CNC(=O)c1c(O)c2c([nH]c1=O)CCCC2 (stereo unspecified),1.6,-5.9,-1.7,-2.1,12.0,9.9,8.1,5.1,7.5
Cc1sc(NC(=O)c2ccccc2)c(C(=O)NCCN(C)C)c1C,3.2,-1.1,-2.6,-2.9,21.2,2.5,-8.9,11.7,4.2
O=C(Cc1ccon1)c1ccc(O)cc1O,.,-1.5,-3.2,-2.7,-2.9,16.1,6.2,12.8,-3.5
O=C(CN1C(=O)c2ccccc2C1=O)NCc1ccc(C(=O)O)cc1,5.5,-0.7,7.6,-1.3,-0.2,-2.8,4.1,4.2,-0.6
Oc1ccccc1-c1nc(NCc2ccccc2)c2ccccc2n1,3.8,-2.2,5.4,2.7,-0.9,0.3,-11.9,2.1,3.4
O=c1c([N+](=O)[O-])c(N2CCCC2)c2ccccc2n1-c1ccccc1,-0.9,0.0,-12.7,-1.0,-2.5,-5.4,1.1,7.6,-3.7
CC(Cc1cccs1)NC(=O)Nc1ccc(Cl)cc1 (stereo unspecified),3.5,-3.1,-6.6,-4.6,-7.2,7.5,-0.9,5.6,1.8
O=C(O)CN(CCO)CCN(CC(=O)O)CC(=O)O,.,-3.9,1.4,-1.5,-1.4,5.7,1.4,-23.6,.
CCCN1C(=O)/C(=C\C=C2\N(CC)c3ccccc3C2(C)C)SC1=S,.,-0.6,-760.1,-2.8,-2.8,1.9,-1.1,17.2,-72.8
CCOc1ccc(NS(=O)(=O)c2ccc(NS(C)(=O)=O)cc2)cc1,6.2,-1.8,-7.8,-2.0,-8.1,2.8,7.0,17.6,-1.6
Cc1cc(C)nc(SCCCNCc2c(F)cccc2Cl)n1,-3.9,-0.9,-4.9,0.2,2.4,-0.8,1.1,7.7,5.9
CCN(CC)C(=O)Cn1cc(S(=O)(=O)CC(=O)NCCc2ccc(OC)c(OC)c2)c2ccccc21,1.0,0.5,8.9,-0.7,-38.3,0.7,-2.3,14.5,5.5
CC(=O)Oc1c(C)c(=O)n(C)c2ccccc12,4.5,-1.1,-2.8,3.8,-7.5,8.6,-6.4,5.2,2.6
CC(=O)C1=C(C)Nc2ncnn2C1c1ccc(O)cc1 (stereo unspecified),3.4,-2.6,-7.2,-3.1,-7.4,-1.8,-8.6,6.1,0.7
CCOC(=O)C1CCCN(S(=O)(=O)c2ccc3c(c2)NC(=O)CO3)C1 (stereo unspecified),-0.4,-1.0,-3.1,-1.4,-20.3,-0.1,5.2,0.9,-0.1
C=CCNC(=S)NNC(=O)c1ccc(OC(C)C)cc1,-7.6,-1.5,-23.2,-1.0,-6.0,13.0,-7.7,6.3,-7.8
C=CCc1c(C)nc(C)nc1N/N=C/c1ccccc1O,4.8,-3.0,0.4,-4.0,-2.7,49.4*,5.6,16.9,9.7
O=S1(=O)N=C(N/N=C/C=C/c2ccccc2)c2ccccc21,3.7,-0.6,-9.1,-1.6,-6.3,9.0,6.8,-37.6,5.1
C=C(C)CNC(=S)Nc1cccc(S(=O)(=O)NC2=NCCC2)c1,-0.3,-3.3,-4.9,-2.1,-1.8,-4.6,-13.2,5.4,4.5
COc1ccc(CCC(=O)N(C)CC(=O)Nc2ccc(N3CCOCC3)cc2)cc1,3.1,-1.5,7.9,-1.9,-17.4,7.9,5.4,-20.2,4.3
O=C(Nc1nnc(C2CCCCC2)s1)c1cccs1,-1.6,-0.7,-2.5,-1.4,-0.1,3.6,-0.2,-0.1,-1.1
O=[N+]([O-])c1ccc2nc(C(O)C(O)c3nc4ccc([N+](=O)[O-])cc4[nH]3)[nH]c2c1 (stereo unspecified),10.2,-4.7,4.6,-4.4,4.5,4.4,0.9,5.2,1.4
